Bioassay records deposited in PubChem by National Center for Advancing Translational Sciences (NCATS).
KDM5B inhibitor: inhibitors of human KDM5B histone demethylase; Q9UGL1; KDM5B demethylase, FDH-coupled NADH fluorescence (FDH is formaldehyde dehydrogenase); Potency, µM (doses to about 57.7 µM), without a hit: at the highest dose activity change, negative = inhibition, most hits filed as inhibitors; 2.6% of 220,000 active; active = well fitted inhibition curve with a large enough effect; inconclusive = small, poorly fitted or top-dose-only effect; inactive = no such curve, though single readings can be large or run the other way; also: 0% is about no effect; nearly all actives have a fitted effect of over 70% in size
Target sequence (Q9UGL1 whole entry, looked up): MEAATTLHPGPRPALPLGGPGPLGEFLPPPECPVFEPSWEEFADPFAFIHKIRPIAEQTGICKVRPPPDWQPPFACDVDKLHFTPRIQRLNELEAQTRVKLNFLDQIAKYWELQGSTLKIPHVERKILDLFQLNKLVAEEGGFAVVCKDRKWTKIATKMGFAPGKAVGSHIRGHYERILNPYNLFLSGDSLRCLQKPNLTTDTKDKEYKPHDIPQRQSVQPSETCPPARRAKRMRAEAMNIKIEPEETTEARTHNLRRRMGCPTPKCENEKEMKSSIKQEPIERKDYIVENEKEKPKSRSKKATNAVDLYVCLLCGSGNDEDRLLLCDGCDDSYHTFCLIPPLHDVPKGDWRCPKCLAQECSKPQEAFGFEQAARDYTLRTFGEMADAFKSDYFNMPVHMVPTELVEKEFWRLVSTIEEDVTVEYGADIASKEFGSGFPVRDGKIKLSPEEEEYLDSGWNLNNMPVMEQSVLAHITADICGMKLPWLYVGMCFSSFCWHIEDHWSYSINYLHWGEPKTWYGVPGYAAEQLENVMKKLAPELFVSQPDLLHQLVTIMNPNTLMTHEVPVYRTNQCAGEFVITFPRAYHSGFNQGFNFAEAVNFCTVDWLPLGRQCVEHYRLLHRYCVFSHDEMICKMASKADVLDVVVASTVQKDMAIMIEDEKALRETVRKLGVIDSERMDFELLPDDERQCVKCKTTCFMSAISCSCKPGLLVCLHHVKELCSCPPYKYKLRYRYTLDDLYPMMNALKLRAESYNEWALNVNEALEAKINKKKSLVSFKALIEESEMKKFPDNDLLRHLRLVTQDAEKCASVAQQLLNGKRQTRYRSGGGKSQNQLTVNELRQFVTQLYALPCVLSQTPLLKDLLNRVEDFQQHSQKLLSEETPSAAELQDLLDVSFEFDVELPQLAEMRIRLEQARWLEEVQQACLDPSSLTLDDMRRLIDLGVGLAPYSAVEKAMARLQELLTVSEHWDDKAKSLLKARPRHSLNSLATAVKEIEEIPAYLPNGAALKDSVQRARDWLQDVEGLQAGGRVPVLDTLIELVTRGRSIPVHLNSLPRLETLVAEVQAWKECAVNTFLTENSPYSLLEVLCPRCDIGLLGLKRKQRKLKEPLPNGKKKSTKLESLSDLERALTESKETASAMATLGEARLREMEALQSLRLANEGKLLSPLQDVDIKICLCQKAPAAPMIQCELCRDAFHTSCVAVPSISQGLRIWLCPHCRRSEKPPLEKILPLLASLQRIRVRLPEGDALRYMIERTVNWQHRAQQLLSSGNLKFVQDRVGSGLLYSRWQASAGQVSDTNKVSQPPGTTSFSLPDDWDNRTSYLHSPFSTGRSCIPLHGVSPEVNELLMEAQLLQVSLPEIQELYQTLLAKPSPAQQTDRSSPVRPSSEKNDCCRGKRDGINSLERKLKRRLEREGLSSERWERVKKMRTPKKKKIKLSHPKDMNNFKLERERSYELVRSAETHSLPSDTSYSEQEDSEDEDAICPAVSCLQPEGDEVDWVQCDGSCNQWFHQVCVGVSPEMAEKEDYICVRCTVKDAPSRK
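KDM5BΔAP (200 nM final) in 50 mM HEPES pH 7.5, 0.01% Tween-20 was preincubated 10 min at RT with compound over a concentration range. Substrate mix (H3K4me3 12.5 µM, α-KG 25 µM, Fe²⁺, ascorbate, NAD⁺, FDH) was added, and NADH fluorescence change over 30 min gave dose-response curves.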
Numbers without * were called inactive; u = inconclusive; & = joins results of further samples; [ ] = dose if it differs, or a comment. Potency is read from the fitted curve at half-maximal effect.

The opening seven entries, to show the layout:
KDM5B inhibitor	SMILES
0%[86.2 µM]	CC(C)(O)c1cc(CC2(NCC3CCCCC3)COC2)no1
-3%[149 µM]	COc1ccccc1CN1CCC2(Cc3ccccc3CNC2=O)C1 (stereo not drawn)
-5%	CCc1ccc(-c2csc(-c3nc(-c4ccc(C)cc4)c(C)s3)n2)cc1
6%	COc1ccc(Cl)cc1NC(=O)CCc1ncc(-c2c(F)cccc2F)o1
18%	Cc1c(S(=O)(=O)N2CCN(c3cccc(Cl)c3)CC2)c(=O)n(C)c(=O)n1C
-10%	Cc1cccc2cc(COC(=O)c3cccs3)c(=O)[nH]c12
2%	CNc1snc(C)c1C(=O)N(C)CCOc1cccc(Cl)c1

Main list (from the top)
KDM5B inhibitor	SMILES
0%[86.2 µM]	CC(C)(O)c1cc(CC2(NCC3CCCCC3)COC2)no1
-3%[149 µM]	COc1ccccc1CN1CCC2(Cc3ccccc3CNC2=O)C1 (stereo not drawn)
-5%	CCc1ccc(-c2csc(-c3nc(-c4ccc(C)cc4)c(C)s3)n2)cc1
6%	COc1ccc(Cl)cc1NC(=O)CCc1ncc(-c2c(F)cccc2F)o1
18%	Cc1c(S(=O)(=O)N2CCN(c3cccc(Cl)c3)CC2)c(=O)n(C)c(=O)n1C
-10%	Cc1cccc2cc(COC(=O)c3cccs3)c(=O)[nH]c12
2%	CNc1snc(C)c1C(=O)N(C)CCOc1cccc(Cl)c1
u	N#Cc1cccnc1N1CCC(CO)(Cc2ccccc2C(F)(F)F)CC1
u	COc1ccc(OCc2ccc(-c3nc(C#N)c(N4CCCCC4)o3)o2)cc1
-11%	COc1ccc(NC(=O)C(NS(=O)(=O)c2cccc3nsnc23)C(C)C)cc1OC (stereo not drawn)
-11%	Cc1ccccc1CC(=O)N1CCCN(C(=O)C2CC2)c2ccccc21
32%&-11%[activator]	CSc1ncc(Cl)c(C(=O)Nc2ccc(S(=O)(=O)Nc3nccc(C)n3)cc2)n1
14%	CCOC(=O)N1CCN(C(=O)CN(c2cc(Cl)ccc2OC)S(C)(=O)=O)CC1
-9%	COCCOc1ccc2c(n1)CCN(C(=O)c1ccnn1C)C2
-1%[86.2 µM]	COc1ccc(N2CCOC3CCN(CCCc4ccccc4)CC3C2=O)cc1 (stereo not drawn)
32%[86.2 µM]	COc1cccc(C(=O)N2CCn3c(nnc3C3CC3)C2)c1
u	O=C(Nc1ccnn1C1CCN(Cc2ccc(-c3ccco3)cc2)CC1)C1CC1
-14%	Cc1ccc(-c2nc(C(=O)NCc3ccc(Cl)cc3)no2)cc1
-7%	O=C(CSc1nc2ccccc2o1)c1ccc2ccccc2c1
-12%	O=C(O)CC(Sc1n[nH]c(=S)s1)C(=O)O (stereo not drawn)
7%	CCCN1CC2(CCN(C)CC2)CC1C(=O)N(C)Cc1ccn[nH]1 (stereo not drawn)
6%	Cc1ccc(CNC(=O)N2CCCC(c3noc(COc4ccccc4)n3)C2)cc1 (stereo not drawn)
13µM*	Cc1cc(=O)n(CC(=O)Nc2cccc(Cl)c2)c(N2CCc3ccccc3C2)n1
-9%	O=C(CN1C(=O)C(c2ccccc2)=NC12CCCC2)NCc1ccccc1Cl
-3%	CCC(C)NC(=O)N1CC(c2nc(CCOCC3CCOCC3)no2)C1 (stereo not drawn)
-14%	O=C(CSc1nc2c(c(=O)[nH]1)CCCC2)Nc1ccc(Br)cc1
25µM*	CN(Cc1ccccc1)C(=O)CCNc1c(-c2cccc(F)c2)nc2cnccn12
u	CCOC(=O)C1=C(C)N=C2SC=C(CC(=O)Nc3ccc(OC)cc3)N2C1c1ccccc1F (stereo not drawn)
-12%	Cc1ccc(S(=O)(=O)N2CCCC(Cn3cnc4cccnc43)C2)cc1F (stereo not drawn)
-12%	CCOC(=O)/C=c1/s/c(=C/c2ccsc2)c(=O)n1C
21%	COc1ccccc1NC(=O)C(=O)NNS(=O)(=O)c1ccc2ccccc2c1
1%	O=C(NCc1ccccc1)C(c1ccc(F)cc1)N(C(=O)c1csnn1)C1CC1 (stereo not drawn)
u	Cc1ccc(Cn2c(=O)n(Cc3ccco3)c(=O)c3sc4ccccc4c32)cc1
-10%	Cc1cc(NC(=O)Nc2nc3c(s2)CCCCCC3)ccc1Br
-4%	Cc1ccc(Nc2nn3c(=O)c4cc5c(cc4nc3s2)OCO5)cc1Cl
1%[149 µM]	N#Cc1csc(N2CC3CCC(C2)N3CC(F)(F)F)n1
16%	CCCn1c(C2CC(=O)N(c3ccc(CC)cc3)C2)nc2ccccc21 (stereo not drawn)
8%	CC(CCc1ccccc1)NCc1ccc(C(=O)O)cc1 (stereo not drawn)
-9%	CO[C@H]1C(=O)N(C(C)C)[C@H]1C1CCN(C(=O)Cn2ccc(C)n2)CC1
8%	Cc1ccc(CNC(=O)Cn2cc(C#N)c3ccccc32)cc1
5%[11.5 µM]	CC(C)c1nnc(N2C(=O)c3oc4ccccc4c(=O)c3C2c2ccccc2F)s1 (stereo not drawn)
-11%	Cc1ccc(Cn2c(C)c(CNCc3ccccc3F)c(C(=O)O)c2C)cc1
-12%	COc1ccccc1CNC(=O)[C@H]1CN(C(C)C)C[C@H]1C(=O)O
u	COc1ccc(S(=O)(=O)NCC(c2ccco2)N2CCN(c3ccccc3)CC2)cc1OC (stereo not drawn)
5%	CN(CC(=O)NC1CCCCNC1=O)Cc1ccc(F)cc1F (stereo not drawn)
u	CC(C)CN1C(=O)C(C)(C)[S+](=O)([O-])[C@H]2CN(c3ccc(Oc4ccccc4)cc3)C[C@@H]21
16%	CCc1ccc(NC(=O)C2CCN(C(=O)c3nnn4c3COC(c3ccc(OC)cc3)C4)CC2)cc1 (stereo not drawn)
2%	COc1ccc(CCNC(=O)CS(=O)Cc2nc(-c3ccc(Cl)cc3)oc2C)cc1OC (stereo not drawn)
u	c1coc(-c2noc(CCCc3nc(C4CCOC4)no3)n2)c1 (stereo not drawn)
1%[86.2 µM]	CN1[C@@H](CCC(=O)N2CCN(c3ccccc3)CC2)CNC(=O)[C@H]2NCC[C@H]21

Ordered by the number under KDM5B inhibitor (highest first): some entries from above.
KDM5B inhibitor	SMILES
6%	Cc1ccc(CNC(=O)N2CCCC(c3noc(COc4ccccc4)n3)C2)cc1 (stereo not drawn)
-4%	Cc1ccc(Nc2nn3c(=O)c4cc5c(cc4nc3s2)OCO5)cc1Cl
-5%	CCc1ccc(-c2csc(-c3nc(-c4ccc(C)cc4)c(C)s3)n2)cc1
-7%	O=C(CSc1nc2ccccc2o1)c1ccc2ccccc2c1
-10%	Cc1cc(NC(=O)Nc2nc3c(s2)CCCCCC3)ccc1Br
-11%	COc1ccc(NC(=O)C(NS(=O)(=O)c2cccc3nsnc23)C(C)C)cc1OC (stereo not drawn)
-12%	Cc1ccc(S(=O)(=O)N2CCCC(Cn3cnc4cccnc43)C2)cc1F (stereo not drawn)

(next part)
KDM5B inhibitor	SMILES
u	NC(=O)c1cc2c(nc1CC1CC(=O)N(c3ccccc3)C1)CCC2 (stereo not drawn)
u	Cc1cc(C)cc(NC(=O)C(Cc2ccccc2)NS(=O)(=O)c2ccc3c(c2)CCC(=O)N3)c1 (stereo not drawn)
7%	O=C(Cc1cccc(F)c1)N1CC(Oc2ccc(-c3nc(-c4ccccc4)no3)cc2)C1
u	N=C1C(c2nc3ccccc3[nH]2)=C(O)CN1c1ccc(F)cc1
u	COCCCNC(=S)NNC(=O)c1csc(C)n1
5%	COC(=O)c1ccc(NS(=O)(=O)c2ccc3[nH]c(=O)oc3c2)cc1
-34%	COC(=O)c1ccccc1NS(=O)(=O)c1cc2c(cc1C)N(C)CCO2
-28%	COc1cccc(CCC(=O)N2CCCN(C)c3ccccc32)c1
-7%	Cc1nc(-c2cn(C3CCCN(C(=O)c4ccc(Cl)s4)C3)nn2)no1 (stereo not drawn)
2%	CN(C1CCOCC1)C1CCN(C(=O)c2ccnn2C)CC1
-12%	CCOC(=O)c1c(S(=O)(=O)NCC(=O)N(C)c2ccc(C)cc2)c(C)n(C)c1C
26%	O=C(NC1CCCCC1)C1(c2cccc(F)c2)CCC1
u	CCOC(=O)c1cnc(NCc2ccc(Cl)cc2)c2ccccc12
-10%	Cc1ccccc1C(=O)OCc1cc(=O)n2nc(C3CCCCC3)sc2n1
u	Cc1ccc(-c2nc(CS(=O)(=O)CC(=O)NCc3ccccc3C)c(C)o2)cc1
6%	Cc1cc(C)cc(C(=O)N2CCN(CCc3ccccc3)CC2)c1
-17%	CC(C)c1ccc2oc(=O)cc(CN3CCN(CCO)CC3)c2c1
19%	COc1ccc(NC(=O)c2cc(S(=O)(=O)N3CCCCC3)c[nH]2)c(OC)c1
11%	COc1ccc(Br)cc1/C=C1\CCc2ccccc2C1=O
-12%	O=C(NCCc1nc2ccccc2n1Cc1ccc(Cl)cc1Cl)c1ccco1
2%	Cn1nccc1C(=O)N1CCCC(c2nc(C3CCOCC3)no2)C1 (stereo not drawn)
u	CCOC(=O)c1cccc(NC(=O)c2oc3c(c2C)-c2nn(CC)cc2CC3)c1
u	CCC1=C(C(=O)OC)C(c2ccccc2OC)N2C(CC(=O)NC(C)(C)C)=CSC2=N1 (stereo not drawn)
15%	Cc1ccc(C(=O)COC(=O)C2CC(=O)N(c3cc(C)ccc3C)C2)cc1 (stereo not drawn)
u	CCOCC1(C)COc2ccc(C(=O)NCc3ccc(F)cc3)cc2N1 (stereo not drawn)
-12%[86.2 µM]	CC(C)CCN1CCC2(CC1)OCCN(CCc1ccccc1)C2=O
-17%	COCCN1C(=O)c2cccn2CC1CNS(=O)(=O)c1ccccc1 (stereo not drawn)
-5%	CCc1nc(-c2c3n(c(=O)n(CCCOc4ccc(F)cc4)c2=O)CCCC3)no1
u	CC(=O)Oc1c(-c2ccc(NC(=O)C3CC3)cc2)c(-c2ccccc2F)nn1-c1ccccc1
u	CC1=C(C(=O)OC(C)C)C(c2ccccc2C)N2C(CC(=O)N3CCCC3)=CSC2=N1 (stereo not drawn)
26%	Cc1cccc(CN2CCC3(CC2)CCN(Cc2cccc(O)c2)CC3CO)n1 (stereo not drawn)
u	COc1ccc(-c2cn3nc(SCC(=O)Nc4ccc(C)c(Cl)c4)ccc3n2)cc1
-11%	COc1ccc(NC2CCCN(C(=O)c3ccc(S(N)(=O)=O)cc3)C2)cc1 (stereo not drawn)
-4%	NC(=O)[C@@H]1CN(C(=O)c2ccc(F)cn2)C[C@H]1COc1ccccc1
u	CCOC(=O)c1cc(-c2ccco2)nc2c1c(C)nn2-c1ccccc1Cl
-12%	CCNC(=O)CCc1c(C)nn(-c2ccccc2)c1Oc1ccccc1
u	COC(=O)[C@@H]1Cc2ncn(C)c2CN1S(=O)(=O)c1ccc(F)cc1
u	COc1ccc2[nH]c3c(c2c1)CCNC31CCN(S(=O)(=O)c2c(C)noc2C)CC1
16%	Nc1nnc(CC(=O)N/N=C/c2ccccc2OCc2ccccc2F)s1
1%	COc1ccc(C(=O)N2CCCN(c3cc(-c4ccc(C)c(C)c4)[nH]n3)CC2)cc1OC
u	CCN(CC)c1ccc(CNC(=O)c2cc3c(s2)CN(C(C)C)C3)cc1
-2%	COCC(=O)N1CCC(C2CCN(C(=O)c3ccncc3)CC2)C1 (stereo not drawn)
-23%	N#Cc1cccc(NC(=O)N[C@H]2[C@H](O)[C@@H](N3CCC(Cc4ccccc4)CC3)[C@@H]3OC[C@H]2O3)c1
u	O=C(Cn1c(=O)oc2cc(S(=O)(=O)N3CCCCC3)ccc21)NCc1ccc(F)cc1
-4%[86.2 µM]	Cc1cc2nc(CO[C@H]3CN(Cc4ccc(C(=O)O)cc4)C[C@H]3F)[nH]c2cc1C
-16%	O=C(c1cc2ccc3cccnc3c2[nH]1)N1CCCCC1
8%	O=C1CCC(C(=O)O)CC1
5%	Cc1ccc2nc(SCC(=O)Nc3ccc4c(c3)OCO4)[nH]c2c1
-15%	CCCN(CC1CCOC1)C(=O)Nc1cccc(CC)c1 (stereo not drawn)
u	COc1ccccc1-c1nn(CCC(=O)Nc2ccc(F)cc2)c2nc(C)cc(C)c12

(list continues)
KDM5B inhibitor	SMILES
u	COc1ccc(-c2cc(C(=O)NCCc3ccccc3)c3cc(C(C)C)ccc3n2)cc1
-5%	O=C1C[C@@H](c2ccccc2)N=C2N(CC3CC3)C/C(=C/c3ccccc3)N12
10%[149 µM]	COC[C@H]1C[C@@H](N(C)C)[C@H](O)[C@@H]1O
35%	O=C(CNc1cccc(S(=O)(=O)N2CCOCC2)c1)N1CCN(C(=O)c2cccs2)CC1
-10%	CCC(=O)Nc1cnc(-c2ccc(C)cc2)nc1
23%	COc1ccccc1CCC(=O)N1CCC2(CC1)NC(=O)N(c1cccc(F)c1)N2
6%	O=C(c1cn(C/C=C/c2ccccc2)nn1)N1CCN(c2cccc(Cl)c2)CC1
-13%	Cc1cc(C)cc(NC(=O)CN2C(=O)CSc3ccc(S(=O)(=O)N4CCCC4)cc32)c1
35µM*	N#CC1CCN(C(=O)c2nc(-c3ccccc3)c3ccccn23)CC1
-23%	c1cnn(CC2CN(Cc3cc4n(n3)CCNC4)CCCO2)c1 (stereo not drawn)
-11%[86.2 µM]	Cn1cc(CNC(=O)C[C@@H]2C[C@H]3O[C@H](CNC4Cc5ccccc5C4)[C@@H](O)[C@H]3O2)cn1
u	CCN(Cc1ccccc1)C(=O)Cn1c(=O)cc(C)c2c(C)nn(-c3cccc(F)c3)c21
10%	Cc1ccc(-c2nc(CS(=O)CC(=O)N(C)C3CCCCC3)cs2)cc1 (stereo not drawn)
7%	CCN(C(=O)CSc1nc2ccsc2c(=O)n1C)c1ccccc1
-32%	COc1ccc(CCC(=O)NC2CCc3nn(C)c(=O)n3CC2)cc1OC (stereo not drawn)

Some of the compounds tested. The share of hits here may be higher or lower than overall.
